MKP-3 inhibition: MKP-3 phosphatase inhibitors, primary screen, biochemical, rat enzyme, in vitro (AID 425). inhibition, % at 20 µM, or IC50 in µM where a hit was titrated. recombinant MKP-3 phosphatase activity, fluorescence; higher % means a stronger effect. hit rate 0.17% among 110,000. Dual specificity protein phosphatase 6 (Rattus norvegicus); in the data active means inhibition above about 50%;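 further: plate controls were vehicle for no effect and reference inhibitor for full effect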
Hsp70 displacement: Hsp70 inhibitors, probe displacement, primary screen, biochemical, fluorescence polarization (AID 583); hit rate 0.06% among 140,000; Heat shock 70 kDa protein 1A (Homo sapiens); Hsp70 fluorescence polarization probe displacement, mP; higher % means a stronger effect; displacement, % at 20 µM; hits with a dose series show IC50 in µM; in the data active means displacement above about 50%;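 further: plate controls were vehicle for no effect and reference ligand for full effect; a part of the inactive calls stands beside numbers as strong as those of hits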
* hit, by the source's call; x = no result given; & = joins results of further samples. An excerpt. The share of hits here may be higher or lower than overall.

SMILES | MKP-3 inhibition | Hsp70 displacement
CCNc1nc(NC(C)C)nc(Nn2cnnc2)n1 | -0.1% | -3.0%
Cc1ccc(C(=O)Nc2nc3nc(-c4ccccc4)cc(=O)n3[nH]2)cc1 | x | 4.0%
O=S(=O)(c1ccccc1)N1CCC(N2CCCCCC2)CC1 | -4.3% | 5.3%
CCOC(=O)c1ccccc1NC(=O)CN(c1ccccc1)S(=O)(=O)N(C)C | -16.6% | -7.9%
CC(C)(C)c1ccc(NC(=O)CC2(C(F)(F)F)OCCO2)cc1 | -19.6% | -0.1%
C=CCn1c(=O)c2ccccc2n2c(SCc3c(C(=O)OCC)oc4ccccc34)nnc12 | 2.1% | -0.8%
Cc1c(NC(=O)COc2ncnc3c(Cl)cc(Cl)cc23)c(=O)n(-c2ccccc2)n1C | 1.5% | 2.0%
Cn1cnnc1SCC(=O)Nc1sccc1C#N | -14.1% | -1.6%
N#CCC(=O)Nc1sc2c(c1C(N)=O)CCCC2 | 2.2% | 5.0%
Cc1ccc(Nc2nc(OC(C(F)(F)F)C(F)(F)F)nc(N3CCOCC3)n2)cc1 | 6.0% | x
O=C(NCc1ccco1)c1ccc(Br)s1 | 3.2% | 4.2%
CC1CC(C)CN(C(=O)Nc2ccccc2)C1 (centres undefined) | -1.4% | 1.3%
CC(=O)NS(=O)(=O)c1ccc(NC(=O)c2ccccc2F)cc1 | 1.2% | 6.0%
Cc1ccc2[nH]c(C)c(CN3CCN(C)CC3)c(=O)c2c1 | 3.8% | -5.4%
Cc1[nH]n(-c2ccc(Cl)cc2)c(=O)c1/C=N/n1c(C)nc2ccccc2c1=O | x | -4.0%
O=C(O)CCC(=O)Nc1ccc(CC(=O)O)cc1 | 2.8% | -3.6%
COc1cccc(Oc2nc3ncn(Cc4ccccc4)c3c(=O)n2C)c1 | -9.5% | 0.6%
CCc1c(C)nc2[nH]nc(-c3ccccc3OC)n2c1=O | 0.3% | 2.8%
COC(=O)C1=C(C)NC2=C(C(=O)c3ccccc32)C1c1ccc(F)cc1 (centres undefined) | 0.6% | -1.7%
CN(/N=C/c1cccnc1)c1cnn(-c2ccc(F)c(Cl)c2)c(=O)c1Cl | x | 10.5%
COc1ccc(CN=Cc2c(O)n(-c3ccc(Cl)cc3)c(=O)[nH]c2=O)cc1 | 0.1% | -11.7%
CCCCOc1ccc(/C=N/N2CCN(C)CC2)cc1 | 1.3% | -0.7%
CCOC(=O)c1ccccc1NC(=O)CSc1nnc(COc2ccccc2)n1CC | 4.6% | -0.3%
Cc1cc(C)c(NC(=O)C(C)Sc2nc3ccccc3[nH]2)c(C)c1 (centres undefined) | 3.7% | 1.5%
O=C(CN(c1ccc(F)cc1)S(=O)(=O)c1ccccc1)Nc1cccc(C(F)(F)F)c1 | 1.6% | -2.4%

A different layout for 15 compounds above:
MKP-3 inhibition	Hsp70 displacement	molecule
-0.1%	-3.0%	CCNc1nc(NC(C)C)nc(Nn2cnnc2)n1
x	4.0%	Cc1ccc(C(=O)Nc2nc3nc(-c4ccccc4)cc(=O)n3[nH]2)cc1
-4.3%	5.3%	O=S(=O)(c1ccccc1)N1CCC(N2CCCCCC2)CC1
-16.6%	-7.9%	CCOC(=O)c1ccccc1NC(=O)CN(c1ccccc1)S(=O)(=O)N(C)C
-19.6%	-0.1%	CC(C)(C)c1ccc(NC(=O)CC2(C(F)(F)F)OCCO2)cc1
2.1%	-0.8%	C=CCn1c(=O)c2ccccc2n2c(SCc3c(C(=O)OCC)oc4ccccc34)nnc12
1.5%	2.0%	Cc1c(NC(=O)COc2ncnc3c(Cl)cc(Cl)cc23)c(=O)n(-c2ccccc2)n1C
-14.1%	-1.6%	Cn1cnnc1SCC(=O)Nc1sccc1C#N
2.2%	5.0%	N#CCC(=O)Nc1sc2c(c1C(N)=O)CCCC2
6.0%	x	Cc1ccc(Nc2nc(OC(C(F)(F)F)C(F)(F)F)nc(N3CCOCC3)n2)cc1
3.2%	4.2%	O=C(NCc1ccco1)c1ccc(Br)s1
-1.4%	1.3%	CC1CC(C)CN(C(=O)Nc2ccccc2)C1 (centres undefined)
1.2%	6.0%	CC(=O)NS(=O)(=O)c1ccc(NC(=O)c2ccccc2F)cc1
3.8%	-5.4%	Cc1ccc2[nH]c(C)c(CN3CCN(C)CC3)c(=O)c2c1
x	-4.0%	Cc1[nH]n(-c2ccc(Cl)cc2)c(=O)c1/C=N/n1c(C)nc2ccccc2c1=O

(listing goes on)
SMILES | MKP-3 inhibition | Hsp70 displacement
Cc1cc(O)c(C(C)C)cc1NS(=O)(=O)c1ccccc1 | 3.3% | 4.6%
Cc1cccc(N2C(=O)C(=O)/C(=C(\O)c3ccccc3)C2c2ccccc2F)c1 (centres undefined) | 0.6% | -3.9%
CN=C(c1ccco1)n1c(=S)nc(-c2ccco2)n(C)c1=S | 0.4% | 1.2%
COc1ccc2[nH]c(=O)c(CN(Cc3cccs3)Cc3nnnn3C(C)(C)C)cc2c1 | 3.4% | -6.0%
COC(=O)c1cc(COc2ccc3oc(C)c(C(=O)OC)c3c2)c(C)o1 | 2.7% | -1.8%
CCc1ccc(-c2nnn(CCC(=O)OC)n2)cc1 | -3.0% | 4.0%
Cc1ccc(-c2nc(CS(=O)CC(=O)NCCN3CCCC3)c(C)o2)cc1 (centres undefined) | -6.6% | 14.6%
O=C(NCc1ccccc1)c1ccc(CS(=O)(=O)c2ccccc2)o1 | x | 2.7%
c1ccc(-c2nn3c(C4CCCCC4)nnc3s2)cc1 | -4.6% | -3.2%
O=c1c(F)cn(C2CCCO2)c(=O)n1Cc1ccccc1Cl (centres undefined) | 0.4% | -2.2%
FC(F)Sc1ccc(NC(=S)NC2CCCCC2)cc1 | x | -4.7%
COc1ccc(C(=O)NCC(c2cccnc2)N2CCN(c3ccccc3OC)CC2)cc1OC (centres undefined) | -10.1% | 1.7%
O=C(Nc1cccc(C(F)(F)F)c1)C1CC2CCC1C2 (centres undefined) | 0.3% | -0.3%
Cc1nn(-c2ccccc2)c2sc(C(=O)OCC(=O)N3CCCCC3)cc12 | 0.1% | 6.7%
CCN(CC)CC(=O)Nc1nn(-c2ccccc2)nc1C(N)=O | x | -3.5%
O=C(c1ccco1)N1CCN(C(c2ccccc2Cl)c2nnnn2Cc2cccs2)CC1 (centres undefined) | -10.5% | 4.1%
O=C(c1ccc2ccccc2c1)N1CCCC1 | 2.7% | 1.2%
COc1ccc(S(=O)(=O)N(CC(=O)O)Cc2ccccc2)cc1OC | -5.7% | -1.3%
O=C(NCc1cccnc1)/C(=C/c1ccc(-c2ccc(Br)cc2)o1)NC(=O)c1ccccc1 | 1.6% | -3.5%
Nc1ccc2c(c1)COc1ccccc1O2 | -6.4% | -0.5%
CCN(CC)S(=O)(=O)c1ccc(-c2nnc(SCC(=O)N3CCOCC3)o2)cc1 | 0.8% | 0.9%
CCc1nc(SCc2cc(Cl)ccc2OC)n[nH]1 | -0.2% | 0.5%
Cc1ccc(-c2nnn(CCC(=O)N3CCCCC3C)n2)cc1 (centres undefined) | -0.7% | 7.4%
CCCC(=O)C1=C(O)C(C(=O)OC)C(C)(C)CC1=NC(C)C (centres undefined) | x | 1.5%
O=C(CSCc1ccc([N+](=O)[O-])cc1)NN=C1CCCCCC1 | x | 1.2%
SMILES | MKP-3 inhibition | Hsp70 displacement
O=C(Nc1ccc(Cl)cn1)c1cccc(S(=O)(=O)N2CCOCC2)c1 | x | -7.8%
O=C(/C(=N/O)n1cnc([N+](=O)[O-])n1)c1ccccc1 | -0.7% | -6.7%
COc1ccc(NC(=O)c2cc(OC)c(OC)cc2OC)c(S(=O)(=O)N2CCOCC2)c1 | 4.2% | -6.2%
O=C1CC(Sc2nnc(-c3ccccc3O)o2)C(=O)N1c1ccccc1 (centres undefined) | -7.1% | 0.2%
COc1ccc(S(=O)(=O)Nc2cccc(C)c2)cc1OC | 4.6% | 2.9%
O=C(NCc1ccccc1Cl)/C(=C\c1ccc([N+](=O)[O-])o1)NC(=O)c1ccccc1 | 3.4% | 1.9%
COc1c(F)c(F)c(C(=O)Nc2ccc3oc(-c4ccncc4)nc3c2)c(F)c1F | 0.8% | 3.4%
CC(=O)NCCOC(=O)Nc1cccnc1 | -5.6% | 7.7%
CCn1c(SCC(=O)NCc2ccco2)nc2c(c1=O)SC(C)C2 (centres undefined) | -9.5% | 2.4%
CCOC(=O)c1sc2nccc(N(C)C)c2c1N=CNOCc1c(F)cccc1Cl | x | -1.6%
CC(NCc1ccco1)C(=O)N1CCc2ccccc2C1 (centres undefined) | -1.6% | 0.4%
COc1ccc(C2CC(=O)C3=C(C2)Nc2ccccc2NC3c2c(Cl)cccc2Cl)cc1 (centres undefined) | -3.5% | -4.0%
COc1ccc(C2CC(C(F)(F)F)n3ncc(C(=O)NCc4ccco4)c3N2)cc1OC (centres undefined) | -0.1% | 1.1%
COC(=O)CNC(=O)Cc1ccccc1[N+](=O)[O-] | 0.9% | 0.6%
COC(=O)CN(c1ccc(Br)cc1)S(=O)(=O)c1ccccc1 | 2.4% | 2.0%
Cc1cc(NC(=O)CSc2nc(-c3ccco3)cc(C(F)(F)F)n2)no1 | x | 18.4%
Cc1c(Cc2ccccc2)c(=O)oc2cc(OCc3nn[nH]n3)ccc12 | -8.4% | 9.6%
Cc1cccc(OCc2nnc(NC(=O)c3cccs3)s2)c1 | x | -0.9%
Cc1cc(NC(=O)c2nn3cccnc3c2Cl)no1 | x | 8.8%
O=[N+]([O-])c1ccc(/C(=C/C=Nc2ccccc2)Nc2ccccc2)cc1 | 0.8% | 1.1%
CCc1nnc(NC(=O)CSc2nnc(CNc3ccc(F)cc3)n2C2CCCCC2)s1 | -9.9% | -0.8%
COc1cc(/C=N/NC(=O)CCN2CCCCC2)ccc1O | -0.5% | -3.6%
COc1cccc(CNCc2ccccc2[N+](=O)[O-])c1OC | -0.2% | -1.8%
CCN(CCNC(=O)CN(C)S(=O)(=O)c1cccc2nsnc12)c1ccccc1 | x | 4.0%
Cc1ccc(Cn2cnc3c(nnn3Cc3ccc(Cl)cc3)c2=O)cc1 | -4.2% | 0.3%
SMILES | MKP-3 inhibition | Hsp70 displacement
CN(C)c1ccc(/C=c2\sc3nc4ccccc4n3c2=O)cc1 | -2.7% | -8.1%
COc1cc(-c2nc(-c3ccc4c(c3)-c3ccccc3S4(=O)=O)c(-c3ccccc3)[nH]2)cc(OC)c1O | x | -2.8%
CC1=NN(C(=O)c2cccnc2)C(C)(O)C1(C)C (centres undefined) | -3.8% | 3.6%
O=C(CCS(=O)(=O)c1cccc2nsnc12)NCc1ccccc1 | -1.4% | 0.5%
O=C(Cn1cc2c(n1)CCCC2)NCC1CCCO1 (centres undefined) | 4.7% | 3.3%
CC(C)Cn1c(-c2ccccc2)nc(=S)c2c1CCCC2 | x | -1.0%
COc1ccc(C2C(C(=O)c3cc4cccc(OC)c4o3)=C(O)C(=O)N2CCCN(C)C)cc1OC (centres undefined) | -4.2% | -1.5%
O=C(CSc1nsc(SCC(=O)Nc2nccs2)n1)Nc1nccs1 | 1.6% | 0.0%
COc1cc(C(=O)Nc2cccc(-c3nc4ncccc4o3)c2)ccc1OCc1ccc(Cl)cc1 | 5.5% | -3.3%
CCOc1ccc(OC)cc1/C=N/NC(=O)c1ccc(C)cc1 | -0.8% | 0.9%
Cc1[nH]n(C(C)(C)C)c(=O)c1Sc1ccccc1 | -1.4% | -0.9%
Oc1ccccc1-c1nnc(COc2ccccc2)o1 | -3.7% | 0.1%
CCOc1ccc2ccc(OCC)c(/C=C3/NC(=S)NC3=O)c2c1 | -0.3% | -14.9%
CC(C)c1ccccc1OCCCN1CCCCC1 | 2.1% | 0.3%
Cc1cc(=O)[nH]c(/N=C(/NC(=O)c2ccccc2)Nc2ccc3c(c2)OCCO3)n1 | -4.3% | 0.4%
O=S(=O)(c1ccc(NC2CCCCC2)cc1)N1CCOCC1 | -1.8% | -1.1%
Cc1ccc(N2CCN(CC(O)COC3CCCCC3)CC2)cc1 (centres undefined) | 2.7% | -2.5%
Cc1ccc(C(=O)/C=C/Nc2cccc(O)c2)cc1 | 2.5%&-5.6% | 4.1%&-4.7%
CC(=O)NCCc1nc2ccccc2n1Cc1ccccc1 | -2.7% | 2.1%
COc1cc(CN=Cc2c(O)n(-c3ccccc3Cl)c(=O)[nH]c2=O)cc(OC)c1 | -0.3% | 4.5%
COC(=O)C1=C(C)NC(C)=C(C(=O)OC)C1c1ccc(I)cc1 | 3.5% | 2.1%
COc1ccc(OCC(=O)N2CC3(C)CC2CC(C)(C)C3)cc1 (centres undefined) | -5.5% | 3.5%
CC(=O)c1c(C)n(-c2ccc(N(C)C)cc2)c2ccc(OCC(N)=O)cc12 | 3.4% | 1.9%
Cc1ccccc1N/C(=C(/C(Cl)=C(Cl)Cl)[N+](=O)[O-])n1nnc2ccccc21 | x | 5.0%
CCCCCCOc1ccc(C(=O)n2cnc(N)n2)cc1 | 1.5% | -3.5%
SMILES | MKP-3 inhibition | Hsp70 displacement
COc1ccc2c(c1OC)C(=O)N1c3ccccc3N=C(c3ccc(Cl)cc3)CC21 (centres undefined) | -0.3% | -0.9%
CNC(=O)CN1C(=O)CSc2ncccc21 | -6.1% | 0.7%
Cc1cc(C)cc(NS(=O)(=O)c2ccc3c(c2)c(=O)n(C)c(=O)n3C)c1 | x | 3.8%
CCC(=O)Nc1ccc(N2CCCCC2)cc1 | x | -0.2%
Cc1ccc(OCCN2CCCCCC2)c(C)c1 | -9.6% | 0.6%
Cc1ccc(C2=NC(=O)/C(=C/c3cc4c(cc3Br)OCO4)S2)cc1 | 0.4% | -0.4%
Cc1ccc(S(=O)(=O)c2c(N)n(CCO)c3nc4ccccc4nc23)cc1 | 0.0% | 3.5%
CCn1c(SCc2nc3ccccc3nc2C)nnc1-c1cccs1 | 0.5% | -2.5%
CNC(=S)Nc1ccc(C23CC4CC(CC(C4)C2)C3)cc1 | 2.2% | -3.8%

Screening data deposited in PubChem by Sanford-Burnham Center for Chemical Genomics.
